PP1 inh: PP1-alpha phosphatase inhibitors, primary screen, counter-screen for PP5 inhibitor project, biochemical, fluorescence, OMFP substrate, single point. Serine/threonine-protein phosphatase PP1-alpha catalytic subunit (Homo sapiens), P62136. purified PP1alpha. inhibition, % at 6.7 µM. 0.9% of 320,000 active;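 active = inhibition above the mean inhibition of all tested compounds plus 3 SD, computed separately for each screening campaign, cut at about 15% in these data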
TPT1 inhibitor: Candida albicans TPT1 enzyme inhibitors, primary screen, biochemical, fluorescence polarization | inhibition, % at 5 µM | AID 1962, 2009 | 0.81% of 300,000 active | recombinant caTPT1, FP RNA substrate dephosphorylation | tRNA 2'-phosphotransferase TPT1 (Candida albicans SC5314);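 active = inhibition above the mean of all tested compounds plus 3 SD, set per screening campaign, cut at about 24% in these data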;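 also: plate controls were DMSO alone for no effect and ferristatin control at 100 nM for full effect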
PREPL inh: PREPL enzyme inhibitors, primary screen, biochemical, fluorescence polarization; Prolyl endopeptidase-like (Homo sapiens), Q4J6C6; recombinant PREPL, fluorescence polarization activity-based probe; inhibition, % at 5.96 µM; 0.68% of 320,000 active; in the data active = inhibition above about 43%;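 also: 0% = enzyme with DMSO and 100% = wells lacking enzyme; many of its hits are not listed in these tables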
Target sequence (Q4J6C6 whole entry, looked up): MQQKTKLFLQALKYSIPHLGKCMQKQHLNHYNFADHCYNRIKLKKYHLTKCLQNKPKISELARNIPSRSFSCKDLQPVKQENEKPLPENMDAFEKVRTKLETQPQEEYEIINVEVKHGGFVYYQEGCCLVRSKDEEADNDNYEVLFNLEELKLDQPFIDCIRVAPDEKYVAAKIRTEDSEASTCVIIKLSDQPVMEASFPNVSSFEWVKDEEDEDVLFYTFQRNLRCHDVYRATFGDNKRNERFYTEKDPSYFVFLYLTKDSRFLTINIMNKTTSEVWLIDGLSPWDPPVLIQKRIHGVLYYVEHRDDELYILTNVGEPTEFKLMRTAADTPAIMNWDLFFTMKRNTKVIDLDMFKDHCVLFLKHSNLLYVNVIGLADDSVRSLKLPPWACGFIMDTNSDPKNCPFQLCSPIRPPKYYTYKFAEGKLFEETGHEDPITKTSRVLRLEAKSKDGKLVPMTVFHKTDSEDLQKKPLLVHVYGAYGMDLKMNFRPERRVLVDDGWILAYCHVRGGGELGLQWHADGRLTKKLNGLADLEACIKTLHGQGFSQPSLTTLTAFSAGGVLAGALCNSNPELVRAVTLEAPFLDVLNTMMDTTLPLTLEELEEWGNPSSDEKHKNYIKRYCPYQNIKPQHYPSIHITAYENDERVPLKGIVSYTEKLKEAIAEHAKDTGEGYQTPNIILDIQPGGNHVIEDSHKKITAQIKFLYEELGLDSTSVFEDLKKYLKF
ZTA counter: blocks Epstein-Barr virus ZTA, an EBNA-1 counter-screen; P03206; ZTA-DNA binding, fluorescence polarization; inhibition, % at 11 µM; 0.15% of 320,000 active; AID 2234; in the data active = inhibition above about 33%
Target sequence (P03206 whole entry, looked up): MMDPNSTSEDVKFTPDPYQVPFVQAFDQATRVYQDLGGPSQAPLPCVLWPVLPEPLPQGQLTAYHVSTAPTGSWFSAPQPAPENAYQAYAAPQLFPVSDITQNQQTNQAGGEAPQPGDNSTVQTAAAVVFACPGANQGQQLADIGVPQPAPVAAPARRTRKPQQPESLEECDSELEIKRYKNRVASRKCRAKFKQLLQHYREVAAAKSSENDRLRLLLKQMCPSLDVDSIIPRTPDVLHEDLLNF
Fh CTSL1 inh: Fasciola hepatica cathepsin L1 inhibitors, primary screen, counter-screen for PFM18AAP inhibitor project, biochemical, QFRET, fluorogenic peptide substrate | recombinant F. hepatica cathepsin L1, Z-Leu-Arg-MCA fluorescence | inhibition, % at 5.96 µM | 0.49% of 300,000 active | AID 1906, 2009;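 active = inhibition above the mean of all tested compounds plus 3 SD, set per screening campaign, cut at about 17% in these data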;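 also: 0% = plate median of test compound wells and 100% = 1 µM Z-Phe-Ala-diazomethylketone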
core dimer inh: inhibitors of HCV core protein dimerization, primary screen, biochemical, TR-FRET, high-throughput; TR-FRET GST/Flag-core106 dimerization, 1536-well; inhibition, % at 5 µM; 0.33% of 300,000 active; AID 1899, 2009;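 active = inhibition above the mean of all tested compounds plus 3 SD, set per screening campaign, cut at about 45% in these data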
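assay system = GST-tagged and Flag-tagged HCV core protein residues 1-106 | controls = unlabelled core106 and no-GST-core106 wells | incubation = compound-protein-antibody incubation 4 h at 22.5 °C | probe or stimulus = Eu donor and XL665 acceptor anti-tag antibodies | read-out = % inhibition based on acceptor/donor emission ratio | signal = TR-FRET 671 and 617 nm emission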
Efflux pump inh: inhibitors of Candida efflux pumps in yeast, primary screen, S. cerevisiae, Nile Red, multiplex; inhibition, % at 10 µM; AID 485275, 2010; 0.44% of 330,000 active; S. cerevisiae Candida pump triplex;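 active = plate passing quality check with inhibition over a set limit, or well fluorescence over plate mean plus 4 SD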;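 also: Nile Red retained in pooled yeast measured as flow cytometry median fluorescence; 0% = buffer negative control and 100% = Enniatin B positive control; higher means more Nile Red kept so more efflux inhibition; some compounds called inactive have numbers as strong as hits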
EBNA-1 inh: EBNA-1 DNA-binding inhibitors, primary screen, biochemical, fluorescence polarization; inhibition, % at 14.8 µM; AID 1950, 2009; 0.34% of 300,000 active; in the data active = inhibition above about 28%
PP5 inh: PP5 phosphatase inhibitors, primary screen, biochemical, fluorescence; Serine/threonine-protein phosphatase 5 (Homo sapiens), P53041; purified PP5c, OMFP substrate fluorescence; inhibition, % at 6.7 µM; 0.18% of 320,000 active; AID 1987, 2009;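 active = inhibition above the campaign's mean inhibition across all tested compounds plus 3 SD, cut at about 9.5% in these data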;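 also: 0% = DMSO only and 100% = 100 µM cantharidin control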
Starred values were filed as active, the others as inactive; . = no result given. These rows are one share of the data. The share of hits here may be higher or lower than overall.

Sample of the layout:
SMILES	PP1 inh	TPT1 inhibitor	PREPL inh	ZTA counter	Fh CTSL1 inh	core dimer inh	Efflux pump inh	EBNA-1 inh	PP5 inh
CC(Oc1ccc(Cl)cc1)C(=O)Nc1ccc(S(=O)(=O)N2CCOCC2)cc1 (stereo not given)	0	0	-8	5	-1	12	0.0	10	0.0
CC(Cc1ccccc1)C(=O)NCc1ccccn1 (stereo not given)	-1	1	-1	-1	-1	-9	.	-6	2.5

The whole of this part (from the top)
SMILES	PP1 inh	TPT1 inhibitor	PREPL inh	ZTA counter	Fh CTSL1 inh	core dimer inh	Efflux pump inh	EBNA-1 inh	PP5 inh
CC(Oc1ccc(Cl)cc1)C(=O)Nc1ccc(S(=O)(=O)N2CCOCC2)cc1 (stereo not given)	0	0	-8	5	-1	12	0.0	10	0.0
CC(Cc1ccccc1)C(=O)NCc1ccccn1 (stereo not given)	-1	1	-1	-1	-1	-9	.	-6	2.5
Nc1nccc(/C=C/c2ccc(Cl)cc2)n1	-5	3	-66	-2	-1	2	-0.1	1	-0.8
Cc1cccc(NC(=O)CNC(=O)CSc2nnc(C(F)(F)F)n2C)c1C	5	.	4	0	.	.	0.1	.	2.9
COc1ccc(-c2noc(CCC(=O)NCc3cccnc3)n2)cc1	-2	2	-1	2	3	-1	0.0	-5	1.7
O=C(CSc1nnc(-c2ccncc2)o1)Nc1ccccc1C(F)(F)F	-10	-5	14	-9	4	-3	-0.1	4	3.4
Cc1ccccc1S(=O)(=O)Nc1ncnc2scc(-c3ccccc3)c12	5	6	10	9	-3	10	11*	-8	3.6
CCN(CC)c1ncnc2ccc(Br)cc12	-2	2	14	-1	-3	7	0.1	1	1.3
O=C1Nc2ccccc2OCc2c1cccc2[N+](=O)[O-]	-4	-3	12	-11	0	-3	0.0	14	-1.1
COc1ccc(OC)c(CN2CCN(C(=O)CCNC(=O)c3ccc(Br)cc3)CC2)c1	-2	1	11	-14	2	-3	0.0	0	0.5
CC(C)(C)c1csc(NC(=O)c2c(F)c(F)c(F)c(F)c2F)n1	-1	-2	-5	2	-2	9	-0.1	1	-0.9
CC1CN(C(=S)Nc2ccc(Br)cc2)CC(C)O1 (stereo not given)	1	0	7	-11	6	2	0.3	-12	2.0
O=C1CCCc2nc(N3CCN(C(c4ccccc4)c4ccccc4)CC3)ncc21	0	7	11	-3	4	8	0.2	-10	0.9
CC1CN(C2CCN(S(=O)(=O)c3ccc(F)cc3)CC2)CC(C)O1 (stereo not given)	-2	1	0	22	-1	2	0.1	6	0.2
COc1cccc(COC(=O)C2CC(=O)N(Cc3ccc(C)cc3)C2)c1OC (stereo not given)	0	-2	-3	12	-1	4	0.0	14	1.7
CCOc1ccc(C(=O)N2CCN(c3ccccn3)CC2)cc1OCC	-1	-2	8	1	-3	4	0.6	-13	2.2
Cc1ccc(Cl)cc1-n1ncc2c(NNC(=O)c3ccco3)ncnc21	5	0	3	-23	3	0	-0.1	-4	1.2
COc1ccc(CN=C2Nc3ccccc3CS2)cc1	-2	-1	-7	3	0	2	-0.1	-3	-0.3
O=C(CC1SC(N2CCCC2)=NC1=O)Nc1ccc(C(=O)Nc2ncccc2O)cc1 (stereo not given)	-3	0	11	-11	3	-4	0.0	-3	-0.9
COc1ccc(C)cc1NC(=O)Nc1ccncc1	-1	-2	-2	4	1	-1	0.1	-1	1.8
COC(=O)C1=C(N)Oc2cc(C)n(C)c(=O)c2C1c1ccc(Cl)c(Cl)c1 (stereo not given)	0	-3	7	0	0	2	0.1	-3	1.1
O=C(CCNC(=O)c1ccc(Br)cc1)Nc1ncccc1O	-2	-3	1	1	2	0	-0.4	15	1.4
CC(C)CNC(=O)c1ccccc1NC(=O)c1ccc(CN2CCOCC2)cc1	-3	-4	6	9	1	7	0.1	13	-1.5
O=C1c2cccnc2C(=O)N1Cc1ccc(F)cc1	4	-4	22	-3	1	0	-0.2	5	3.5
CC(C(=O)O)N1C(=O)CSC1=S (stereo not given)	-1	-4	-21	3	0	-6	-0.2	5	0.6

An excerpt of these results, with bars between the fields.
SMILES | PP1 inh | TPT1 inhibitor | PREPL inh | ZTA counter | Fh CTSL1 inh | core dimer inh | Efflux pump inh | EBNA-1 inh | PP5 inh
O=C(CSc1nnc(-c2ccncc2)o1)Nc1ccccc1C(F)(F)F | -10 | -5 | 14 | -9 | 4 | -3 | -0.1 | 4 | 3.4
Cc1ccccc1S(=O)(=O)Nc1ncnc2scc(-c3ccccc3)c12 | 5 | 6 | 10 | 9 | -3 | 10 | 11* | -8 | 3.6

Next part:
SMILES	PP1 inh	TPT1 inhibitor	PREPL inh	ZTA counter	Fh CTSL1 inh	core dimer inh	Efflux pump inh	EBNA-1 inh	PP5 inh
O=C1Nc2cc(C(=O)NCCCN3CCOCC3)ccc2S/C1=C/c1ccccc1F	0	0	-5	5	-3	-12	0.5	-2	3.1
CC(C)=CCC/C(C)=C/CN(CC(C)O)CC(C)O (stereo not given)	-3	-3	1	16	-1	0	0.0	0	0.7
COc1ccc(OC)c(CCNC(=O)CCn2ccc3cc(S(=O)(=O)N4CCCC4)ccc32)c1	-2	-1	4	-9	-2	-1	0.1	-11	3.9
Cc1ccc(Cn2nnc3c(=O)n(CC(=O)NCC4CCCO4)cnc32)cc1 (stereo not given)	1	-1	4	4	-3	0	-0.1	17	-0.9
C/C(=N\O)C1(C)N(O)C(C)(C)C(c2ccco2)=[N+]1[O-] (stereo not given)	0	2	15	1	-2	-5	0.3	6	-1.1
O=C(N/N=C/c1cnc2ccccc2n1)c1cccc(F)c1	1	3	-5	12	4	0	-0.2	3	-1.1
Cc1ccc(-c2c(C(=O)N/N=C/c3ccoc3)nnn2-c2nonc2N)cc1	-1	0	-4	-6	6	2	0.0	-8	0.3
Cc1ccc(S(=O)(=O)NCCC(=O)OCC(=O)Nc2ccccc2Cl)cc1	-4	2	-11	-7	-21	0	0.0	-2	0.2
CC(C)CCn1c(COc2ccccc2)n[nH]c1=S	0	-3	7	0	2	0	0.0	5	0.2
CCOc1ccc(S(=O)(=O)N2CCC(C(N)=O)CC2)c2ccccc12	-3	3	6	10	2	-1	0.0	-2	0.0
CCN1CCCC1CNC(=O)C1c2ccccc2C(=O)N(CCOC)C1c1ccc(F)cc1 (stereo not given)	-5	-2	15	-11	-1	5	0.2	-10	-2.4
O=C(N/N=C/c1ccc(OC(=O)c2ccccc2)cc1)c1cccc(O)c1	0	2	-4	-1	-6	5	-0.1	2	3.2
COc1ccc(NC(=S)N2CCN(Cc3ccccc3)CC2)cc1	-2	-6	6	2	1	-4	0.0	4	-1.5
c1cncc(N=c2scc(-c3cccc4ccccc34)n2CCCn2ccnc2)c1	16*	-4	53*	-10	0	6	-0.1	3	1.6
Cc1[nH]n(-c2nc(-c3cccc([N+](=O)[O-])c3)cs2)c(=O)c1C	-1	3	10	1	0	-14	-0.1	-2	0.3
CCN(CC)c1ccc(NC(=O)CSc2nc3ccccc3c(=O)n2-c2cc(S(=O)(=O)N(C)C)ccc2C)cc1	12	1	11	2	-2	24	0.0	-15	3.5
CS(=O)(=O)Nc1ccc(C(=O)NCc2ccccn2)cc1	-6	0	-1	-8	-1	-3	0.0	-2	1.5
COc1ccc(C(=O)Nc2nnc(S(=O)(=O)N3CCCCCC3)s2)cc1OC	4	-2	17	3	-2	-10	0.6	4	2.5
CC(C)N1CC(C(=O)Nc2nc3ccccc3s2)CC1=O (stereo not given)	-3	0	2	1	-2	-7	-0.1	1	2.3
COc1ccc(C2Nc3ccccc3C(=O)N2Cc2ccco2)cc1COc1ccccc1F (stereo not given)	10	8	1	-5	2	46*	0.2	3	2.1
CCOC(=O)c1c(NC(C)=O)sc2c1C1CCN2CC1	1	-1	5	0	0	1	0.1	-4	0.8
NC(=O)c1nsc(C(=O)N(c2ccc(F)cc2)C(C(=O)NCC2CCCO2)c2ccc3ncccc3c2)c1N (stereo not given)	-4	-1	-9	-7	5	-13	-0.5	-7	-1.1
COc1ccc(C)cc1NC(=O)C(=O)N1CCCC1	1	-2	1	5	-3	5	0.0	-2	0.3
Cc1cccc(NC(=O)CN2CCC(C(=O)c3ccc4c(c3)OCCO4)CC2)c1	1	-1	-4	10	3	-7	0.4	-1	-0.7
CCC1(c2ccccc2)NC(=O)N(CC(=O)Nc2ccc(S(=O)(=O)NC3=NCCCCC3)cc2)C1=O (stereo not given)	-4	-2	-10	3	-3	2	0.2	14	-0.5

Limited to PP1 inh, for some of the entries so far:
SMILES | PP1 inh
CCN1CCCC1CNC(=O)C1c2ccccc2C(=O)N(CCOC)C1c1ccc(F)cc1 (stereo not given) | -5
O=C(N/N=C/c1ccc(OC(=O)c2ccccc2)cc1)c1cccc(O)c1 | 0
O=C1Nc2cc(C(=O)NCCCN3CCOCC3)ccc2S/C1=C/c1ccccc1F | 0
CC(C)CCn1c(COc2ccccc2)n[nH]c1=S | 0

(further entries)
SMILES	PP1 inh	TPT1 inhibitor	PREPL inh	ZTA counter	Fh CTSL1 inh	core dimer inh	Efflux pump inh	EBNA-1 inh	PP5 inh
COc1cccc(/C=C/c2onc(C)c2S(=O)(=O)N2CCC(C(=O)NC3CCCCCC3)CC2)c1	-3	-4	2	3	-3	9	0.1	-2	3.0
Cn1c(=O)oc2cc(S(=O)(=O)NC(Cc3ccccc3)C(=O)N3CCCCC3)ccc21 (stereo not given)	0	-4	9	-1	1	-7	-0.3	2	-2.0
CC(C)CC(=O)NC(=S)Nc1ccc(N2CCOCC2)cc1	-5	4	-4	18	-3	-2	-0.1	8	-1.0
COc1ccc(S(=O)(=O)N2CCCCC2)cc1NC(=O)CSc1nnc(C2CC2)n1C	3	.	3	16	.	.	-0.3	.	0.8
CSCC[C@H](NC(=O)COc1cc2c(c3oc(=O)c(C)c(C)c13)CCC(C)(C)O2)C(=O)O	5	-2	-3	4	0	3	-0.1	6	-0.1
Cc1c(OC(C)C(=O)NCC(O)c2ccccc2)ccc2c3c(c(=O)oc12)CCC3 (stereo not given)	1	1	-35	-1	-3	4	0.2	-19	1.0
COc1ccccc1Nc1c2c(nc3ccccc13)CCC2	0	1	-4	-6	0	4	-0.2	-6	0.1

Looked up by compound from the list above, 6 records:
SMILES	PP1 inh	TPT1 inhibitor	PREPL inh	ZTA counter	Fh CTSL1 inh	core dimer inh	Efflux pump inh	EBNA-1 inh	PP5 inh
CSCC[C@H](NC(=O)COc1cc2c(c3oc(=O)c(C)c(C)c13)CCC(C)(C)O2)C(=O)O	5	-2	-3	4	0	3	-0.1	6	-0.1
COc1cccc(/C=C/c2onc(C)c2S(=O)(=O)N2CCC(C(=O)NC3CCCCCC3)CC2)c1	-3	-4	2	3	-3	9	0.1	-2	3.0
COc1ccccc1Nc1c2c(nc3ccccc13)CCC2	0	1	-4	-6	0	4	-0.2	-6	0.1
COc1ccc(S(=O)(=O)N2CCCCC2)cc1NC(=O)CSc1nnc(C2CC2)n1C	3	.	3	16	.	.	-0.3	.	0.8
Cc1c(OC(C)C(=O)NCC(O)c2ccccc2)ccc2c3c(c(=O)oc12)CCC3 (stereo not given)	1	1	-35	-1	-3	4	0.2	-19	1.0
CC(C)CC(=O)NC(=S)Nc1ccc(N2CCOCC2)cc1	-5	4	-4	18	-3	-2	-0.1	8	-1.0

Source: PubChem
